High-throughput results from PubChem.
DT40 TDP1 CPT – growth inhibition of DT40 Tdp1-/-;hTDP1 cells with camptothecin (screen for TDP1 inhibitors); AID 686979; chicken DT40 Tdp1-/-;hTDP1 cells + 20 nM CPT, ATP luminescence, 48 h; actives 12% (n = 420,000); Potency, µM (highest dose often 46.2 µM), for inactives: top-dose activity change, negative = growth inhibition, usual class: inhibitors; note: nearly all actives have a fitted effect of over 55% in size
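Chicken DT40 Tdp1-/- cells complemented with human TDP1, 400 cells/well, exposed to compounds plus 20 nM camptothecin for at least 48 h at 37 C; viability read as ATP content by CellTiter-Glo luminescence.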
GCN5L2 inh – inhibitors of human GCN5L2 histone acetyltransferase | actives 0.21% (n = 390,000) | GCN5L2 HAT assay, ThioGlo1 CoA-SH fluorescence | Potency, µM (doses to about 58.9 µM), for inactives: at the top dose activity change, negative = inhibition, actives largely listed as inhibitors | AID 504327 | Q92830
Target sequence (Q92830 whole entry, looked up): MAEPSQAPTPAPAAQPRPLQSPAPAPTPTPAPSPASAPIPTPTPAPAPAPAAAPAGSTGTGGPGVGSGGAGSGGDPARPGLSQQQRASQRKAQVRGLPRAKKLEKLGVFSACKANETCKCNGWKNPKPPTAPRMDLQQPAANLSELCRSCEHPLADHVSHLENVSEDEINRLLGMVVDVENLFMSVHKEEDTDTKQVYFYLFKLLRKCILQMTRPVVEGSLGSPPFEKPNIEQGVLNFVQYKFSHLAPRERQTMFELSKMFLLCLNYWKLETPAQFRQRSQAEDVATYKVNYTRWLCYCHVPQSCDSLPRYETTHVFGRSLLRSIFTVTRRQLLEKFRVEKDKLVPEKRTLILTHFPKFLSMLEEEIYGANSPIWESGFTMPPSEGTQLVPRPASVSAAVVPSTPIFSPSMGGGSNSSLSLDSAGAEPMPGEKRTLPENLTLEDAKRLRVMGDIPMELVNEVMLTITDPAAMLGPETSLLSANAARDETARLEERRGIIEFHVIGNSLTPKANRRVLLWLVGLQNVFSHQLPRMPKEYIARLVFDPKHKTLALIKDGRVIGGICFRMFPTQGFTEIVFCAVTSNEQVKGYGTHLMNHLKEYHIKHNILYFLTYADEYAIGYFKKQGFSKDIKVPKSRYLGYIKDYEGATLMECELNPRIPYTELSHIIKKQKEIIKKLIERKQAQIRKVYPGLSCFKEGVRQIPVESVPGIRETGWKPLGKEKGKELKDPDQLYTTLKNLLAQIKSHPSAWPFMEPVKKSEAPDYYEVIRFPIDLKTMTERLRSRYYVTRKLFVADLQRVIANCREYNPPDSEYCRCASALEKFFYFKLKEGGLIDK
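GCN5L2 (20 nM) in 50mM HEPES pH 7.5, 0.1mM EDTA, 0.01% Tween-20 preincubated 15 min with compounds at room temperature. Reaction started with H3(1-25) 75uM, acetyl-CoA 70uM, ThioGlo1 50uM; CoA-thiol fluorescence (Ex340/Em540) read at 0 and 20 min.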
TDP1 cell noCPT – qHTS for Inhibitors of human tyrosyl-DNA phosphodiesterase 1 (TDP1): qHTS in cells in absence of CPT; DT40 Tdp1-/- hTDP1 cells, no CPT, ATP luminescence, 48 h; AID 686978, 2013; actives 15% (n = 420,000); Potency, µM (top dose mostly 46.2 µM), for inactives: at the highest dose activity change, negative = growth inhibition, most hits filed as inhibitors; note: nearly all actives have a fitted effect of over 55% in size
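Seeded 400 DT40-hTDP1 cells/well (vehicle DMSO, no 20 nM CPT); pinned compounds; ≥48 hr at 37 °C; CellTiter-Glo luminescence as viability measure.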
* = called active by the depositor; ? = inconclusive; . = no result given; [ ] = another dose, or the depositor's remark. Calls come from the whole dose curve; as a rule, active = well fitted curve in the direction sought with a large enough effect; inconclusive = small, poorly fitted or top-dose-only effect, or another doubt; inactive = no such curve, though single readings can be large; an effect the other way counts as inactive or inconclusive. % is set by controls: 0 for no effect and ±100 for the full control effect; potency is the fitted concentration of half-maximal effect. A portion of the library; rates above refer to the full screens.

SMILES	DT40 TDP1 CPT	GCN5L2 inh	TDP1 cell noCPT
COc1ccc(CNC(=O)CSc2ncc3c(n2)-c2ccc(Cl)cc2N(Cc2ccccc2)S3(=O)=O)cc1	?	19%	?
O=C(CSc1nnc(NC2CCCCC2)s1)Nc1ccc2c(c1)C(=O)c1ccccc1C2=O	?	-7%	?
N#CC1=C(N)Oc2cc(O)ccc2C1c1ccc(Br)s1 (centres undefined)	?	2%	?
Cc1ccc(S(=O)(=O)N(C)CC(=O)NCC(=O)Nc2ccc(F)c(F)c2F)cc1	-19%	-3%	?
Cc1cnc(NC(=O)CSc2nc3ccccc3c(=O)[nH]2)s1	?	4%	-23%
CCOC(=O)C(=NC1CCS(=O)(=O)C1)NNc1ccc(Br)cc1 (centres undefined)	-12%	1%	-13%
COc1ccc(C2=NC(C)(C)Cc3cc(OC)c(OC)cc32)cc1	-10%	24%	?
Cc1cccc(NC(=O)CSCC(=O)N(C)Cc2ccc(Cl)c(Cl)c2)c1	?	-10%	-30%
O=C(O)CCn1cc(C(=O)O)c(-c2ccccc2)n1	13%	-12%	-7%
O=C(NCc1ccco1)c1ccc(S(=O)(=O)N2CCCc3ccccc32)cc1	-20%	4%	-27%
Cc1ccc(NC(=O)c2cc(-c3ccc(Br)s3)nc3ccccc23)cc1F	?	-5%	-28%
COCCNC(=O)COc1ccc(Nc2ccccc2)cc1	-13%	-4%	-2%
CN1C(=O)c2ccc(NC(=O)c3ccc(Cl)cc3Cl)cc2C1=O	-8%	0%	1%
Cc1cc(C)n(C(=O)COc2ccccc2[N+](=O)[O-])n1	-3%	-24%	-3%
CCN1C(=O)N[C@@H](CCc2ccccc2)[C@H](C(=O)OC)[C@H]1C	12%	.	-5%
Cc1ccc(N(Cc2ccccc2)C(=O)c2cccc(F)c2)cc1	?	-4%	?
COc1ccc2c(Cl)c(-c3nnco3)sc2c1	4%	-7%	-9%
COc1ccc(S(=O)(=O)NCc2ccc(C(=O)NCCCN3CCCC(C)C3)cc2)cc1 (centres undefined)	?	-1%	-11%
CCOc1ccc(CNC(=O)c2cc(=O)[nH]c3ccc(S(=O)(=O)N4CCCC4)cc23)cc1	2%	-5%	-14%
CC1Cc2ccccc2N1C(=O)CCNS(=O)(=O)c1ccc2c(c1)CCC(=O)N2 (centres undefined)	-4%	0%	-7%
COc1ccc(N2CCN(C(=O)[C@@H](NC(=O)c3cc(OC)cc(OC)c3)C(C)C)CC2)cc1	15µM*	0%	8.2µM*
CCOC(=O)c1ccccc1NCN1C(=O)CSC1=O	-4%	-12%	-8%
Cc1ccc(NC(=S)N(CCN(C)C)Cc2cc3cc(C)cc(C)c3[nH]c2=O)cc1	?	1%	4.6µM*
Cc1ccc([C@@H]2[C@@H]3C(=O)N(C)C(=O)[C@@H]3[C@]3(C)C(=O)N(Cc4ccc(-c5ccccc5)cc4)CC(=O)N23)o1	?	-6%	-9%
CN(C)/C=C/C(=O)c1ccc2noc(-c3ccc(F)cc3)c2c1	?	-8%	?
Cc1c(C)c2ccc(OCC(=O)NCCCn3ccnc3)c(C)c2oc1=O	-6%	-5%	-3%
Cc1cccc(C)c1OCc1nnc(SCC(=O)Nc2cccc(C(=O)N3CCOCC3)c2)n1C	5%	3%	?
COc1ccccc1N(C)S(=O)(=O)c1ccc(Cl)c(C(=O)NCc2cccnc2)c1	?	-5%	?
CC(=O)N(C(C)=O)N1C(=O)c2cccc3c(N4CCOCC4)ccc(c23)C1=O	-14%	2%	?
O=C(CC(C(=O)O)c1ccccc1)Nc1ccccc1 (centres undefined)	-5%	1%	-9%
CS(=O)(=O)c1nc(S(=O)(=O)c2ccc(Cl)cc2)c(N2CCC3(CC2)OCCO3)s1	?	-3%	?
COc1ccc(Cl)cc1NC(=O)CNc1ccccc1N1CCOCC1	9%	-2%	9%
O=C(Nc1cc(C(F)(F)F)ccc1N1CCOCC1)C1CC1	0%	1%	-7%
CCOC(=O)Cc1nnc(NC(=O)c2ccccc2OCC)s1	-6%	1%	-17%
CC(C)c1nc(SCC(=O)NCC2CCCO2)c2c(=O)n(C)c(=O)n(C)c2n1 (centres undefined)	-28%	2%	-23%
Cc1ccc2c(CC(=O)Nc3ccc(S(=O)(=O)N4CCC(C)CC4)cc3)coc2c1	?	-3%	?
Cn1cc(NC(=O)c2cc(NC(=O)c3cc(NC=O)cn3C)cn2C)cc1C(=O)NCCC(=N)N	21%	-20%	-29%
O=c1[nH]nc(SCc2ccccc2)c(=O)[nH]1	-7%	-1%	-13%
O=C(Nc1ccccc1C(=O)Nc1ccc(F)cc1)c1ccco1	-15%	0%	-7%
O=c1ccc2ccc(O[C@@H]3O[C@H](CO[C@@H]4OC[C@](O)(CO)[C@H]4O)[C@@H](O)[C@H](O)[C@H]3O)cc2o1	?	1%	-1%
COc1ccc(N2CCN(S(=O)(=O)c3cn(C)cn3)CC2)cc1	0%	0%	26%
CCc1cc2c(cc3c(=O)n(CC(=O)N4CCCCC4)nc(CC)n32)s1	?	-5%	?
COC(=O)c1ccccc1NC(=O)CCc1ccccc1	-6%	-3%	?
O=C(Cn1nc(C(F)(F)F)cc1C1CC1)NCc1ccccc1F	?	-6%	-25%
COC(=O)CCCC1=CC2=C(c3ccccc3)C(=O)C(C)(OC(=O)C3CCCC3)C(=O)C2=CN1Cc1ccc(OC)cc1 (centres undefined)	23µM*	38%[activator]	?
COc1ccccc1C(CNC(=S)NCc1ccccc1)N1CCCC1 (centres undefined)	0%	-5%	?
CC1(c2ccc([N+](=O)[O-])cc2)NC(=O)N(CC(=O)Nc2ccc(N3CCCCC3)cc2)C1=O (centres undefined)	?	-1%	18µM*
Cc1cnc(NC(=O)C2CCCC2)s1	2%	5%	-9%
CC(=O)Nc1ccc(N2CCN(C(C)=O)CC2)cc1	14%	2%	-4%
O=C(O)c1cc2nc(-c3ccc(F)cc3)cc(C(F)(F)F)n2n1	1%	.	6%
Cn1c(=O)n(C)c2cc(N3CCOCC3)c(NC(=O)c3ccc(C(C)(C)C)cc3)cc21	-21%	2%	?
CCOc1ccc(-c2cccc(NS(=O)(=O)c3cc([N+](=O)[O-])ccc3Cl)c2)nn1	-10%	-15%	-23%
COc1ccc(NC(=O)COc2ccc(/C=C/c3cc[n+](C)cc3)cc2OC)cc1	?	-6%	23µM*
Clc1ccccc1/C=N/c1cc(-c2ccccc2)nn1-c1ccccc1	?	-7%	?
Cc1ccc(C(O)c2ncc(-c3cccc(F)c3)[nH]2)cc1 (centres undefined)	?	.	3%
C/C(=N\Nc1ccccn1)c1ccc(C#N)cc1	-2%	-13%	-10%
CCOC(=O)c1c(C)[nH]c(C(=O)OCC(=O)N2CCN(S(=O)(=O)c3ccc(C)cc3C)CC2)c1C	?	-8%	?
CC(OC(=O)c1cccc(-n2cnnn2)c1)C(=O)NC1(C#N)CCCCC1 (centres undefined)	0%	1%	6%
COc1ccc(-c2nc3cc(C)c(Br)c(C)n3c2Cc2ccc(C)cc2)cc1OC	?	.	?
O=C(O)CCCCCCCCCC[n+]1ccccc1	3%	-3%	23%

Continuation.
SMILES	DT40 TDP1 CPT	GCN5L2 inh	TDP1 cell noCPT
O=C(N/N=C/c1coc2ccccc2c1=O)c1cc(Br)ccc1O	-18%	4%	-9%
CCN(CC)C(=O)c1cc(C(C)(C)C)c(O)c(C(C)(C)C)c1	?	1%	?
COC(=O)c1c(-c2ccc(Cl)cc2)noc1N1CCN(c2cccc(C(F)(F)F)c2)CC1	15µM*	-19%	23µM*
COc1ccc(-c2cc(C(=O)OC3CCOC3=O)c3ccccc3n2)cc1OC (centres undefined)	-6%	-5%	-13%
Cc1noc(C)c1CSCC(=O)Nc1cccc(C(F)(F)F)c1	-21%	-6%	-19%
Brc1ccc(CN2CC[C@H]3C=CCc4cccc(c43)C2)cc1	14µM*	1%	21µM*
Cc1nc(N)sc1-c1csc(Nc2ccccn2)n1	?	-6%	?
CCOc1cc(S(=O)(=O)N2CCCC2)c(C)cc1C	-2%	-15%	-6%
O=S(=O)(Nc1cc(Cl)ccc1N1CCOCC1)c1ccccc1Cl	-20%	0%	-2%
CC[C@]12c3[nH]c4cc(-c5ccco5)ccc4c3CCN1C(=O)[C@@H](CC(=O)NCC13CC4CC(CC(C4)C1)C3)C[C@@H]2C(=O)N1CCN(C(=O)C2CC2)CC1	?	-8%	23µM*
Cc1ccccc1CNC(=O)C(=O)NCC(c1ccco1)S(=O)(=O)c1cccs1 (centres undefined)	?	-5%	-3%
Cc1cc(C)n(-c2nc(SCC(=O)Nc3nccs3)c3c4c(sc3n2)COC(C)(C)C4)n1	?	-1%	23µM*
Cc1cccc(NC(=O)Cn2c(=O)oc3ccccc32)c1C	?	-2%	?
CCOC(=O)c1cc2ccc(OC(=O)c3ccco3)cc2oc1=O	?	-6%	-20%
Cc1cc(Nc2ccc(Br)cc2F)n2nc(C)nc2n1	?	-1%	-11%
COc1ccc(C)cc1NC(=O)C(=O)N/N=C(\C)CC(=O)Nc1cccnc1	-3%	-2%	-22%
Cc1ccc(-n2c(C)cc(C(=O)CSc3nncs3)c2C)cc1	10µM*	-16%	21µM*
COc1ccc(S(=O)(=O)N2CCCCCC2)cc1C(=O)N(C)CC(=O)Nc1cc(C)ccc1C	?	-2%	-20%
COc1cccc(CNC(=O)CCNS(=O)(=O)c2ccc3c(c2)CC(C)N3C(C)=O)c1 (centres undefined)	?	-9%	?
CN(C)CCNc1ccc(CO)c2sc3ccc(O)cc3c(=O)c12	0.026µM*	.	0.15µM*

At a glance, 20 of the compounds above.
SMILES	DT40 TDP1 CPT	GCN5L2 inh	TDP1 cell noCPT
O=C(N/N=C/c1coc2ccccc2c1=O)c1cc(Br)ccc1O	-18%	4%	-9%
CCN(CC)C(=O)c1cc(C(C)(C)C)c(O)c(C(C)(C)C)c1	?	1%	?
COC(=O)c1c(-c2ccc(Cl)cc2)noc1N1CCN(c2cccc(C(F)(F)F)c2)CC1	15µM*	-19%	23µM*
COc1ccc(-c2cc(C(=O)OC3CCOC3=O)c3ccccc3n2)cc1OC (centres undefined)	-6%	-5%	-13%
Cc1noc(C)c1CSCC(=O)Nc1cccc(C(F)(F)F)c1	-21%	-6%	-19%
Brc1ccc(CN2CC[C@H]3C=CCc4cccc(c43)C2)cc1	14µM*	1%	21µM*
Cc1nc(N)sc1-c1csc(Nc2ccccn2)n1	?	-6%	?
CCOc1cc(S(=O)(=O)N2CCCC2)c(C)cc1C	-2%	-15%	-6%
O=S(=O)(Nc1cc(Cl)ccc1N1CCOCC1)c1ccccc1Cl	-20%	0%	-2%
CC[C@]12c3[nH]c4cc(-c5ccco5)ccc4c3CCN1C(=O)[C@@H](CC(=O)NCC13CC4CC(CC(C4)C1)C3)C[C@@H]2C(=O)N1CCN(C(=O)C2CC2)CC1	?	-8%	23µM*
Cc1ccccc1CNC(=O)C(=O)NCC(c1ccco1)S(=O)(=O)c1cccs1 (centres undefined)	?	-5%	-3%
Cc1cc(C)n(-c2nc(SCC(=O)Nc3nccs3)c3c4c(sc3n2)COC(C)(C)C4)n1	?	-1%	23µM*
Cc1cccc(NC(=O)Cn2c(=O)oc3ccccc32)c1C	?	-2%	?
CCOC(=O)c1cc2ccc(OC(=O)c3ccco3)cc2oc1=O	?	-6%	-20%
Cc1cc(Nc2ccc(Br)cc2F)n2nc(C)nc2n1	?	-1%	-11%
COc1ccc(C)cc1NC(=O)C(=O)N/N=C(\C)CC(=O)Nc1cccnc1	-3%	-2%	-22%
Cc1ccc(-n2c(C)cc(C(=O)CSc3nncs3)c2C)cc1	10µM*	-16%	21µM*
COc1ccc(S(=O)(=O)N2CCCCCC2)cc1C(=O)N(C)CC(=O)Nc1cc(C)ccc1C	?	-2%	-20%
COc1cccc(CNC(=O)CCNS(=O)(=O)c2ccc3c(c2)CC(C)N3C(C)=O)c1 (centres undefined)	?	-9%	?
CN(C)CCNc1ccc(CO)c2sc3ccc(O)cc3c(=O)c12	0.026µM*	.	0.15µM*
